From PubChem BioAssay
IkB signaling: IkB Signaling | ABC-DLBCL IkBa-CBG/CBR dual luciferase ratio, 4 h; response scale: scaled: untreated 0%, proteasome inhibitor 100% | Potency, µM (titrated, usually from 57.1 µM), inactives show at the top dose IkBa stabilization activation | 110,000 compounds, 0.04% hits; active = well fitted curve in the direction sought with a large enough effect in the signal ratio, not every such curve was filed as active; inconclusive = small, poorly fitted or top-dose-only effect, or a change in a side signal; the % refers to the signal ratio;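 also: the direction sought is a rising ratio; 0% = basal untreated cells and 100% = reference inhibitor full response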
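Luminescence ratio of IκBα-fused green versus native red beetle luciferase in OCI-Ly3 cells, 4 h post-doxycycline with compound; red signal alone, scaled from basal (0%) to zero light (-100%), flagged nonspecific or cytotoxic effects.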
p53ts 39C kill: qHTS Screen for Compounds that Selectively Target Cancer Cells with p53 Mutations: Cytotoxicity of p53ts Cells at the Nonpermissive Temperature; H1299-p53A138V viability at 39C, ATP luminescence, 24 h; Potency, µM (series often up to 46.1 µM), without a hit: at the top dose activity change, negative = cell killing, usual class: cytotoxic; 130,000 compounds, 1.5% hits; AID 902, 2007; also: nearly all actives have a fitted effect of over 55% in size
p53ts 32C kill: qHTS Screen for Compounds that Selectively Target Cancer Cells with p53 Mutations: Cytotoxicity of p53ts Cells at the Permissive Temperature. H1299-p53A138V at 32C, ATP luminescence viability, 24 h. Potency, µM (doses to about 46.1 µM), inactives show at the highest dose activity change, negative = cytotoxicity, hits mostly cytotoxic. 130,000 compounds, 0.93% hits. AID 924, 2007;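 also: 0% = DMSO and -100% = full killing by reference compound; nearly all actives have a fitted effect of over 55% in size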
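ATP-content luminescence (ATPlite) read-out after 24 h compound exposure at 32C in H1299-p53A138V cells (600/well). Tested up to 46 uM. Normalized to DMSO (0%) and 100 uM tamoxifen (100% killing); Hill-fit AC50.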
Peg3 imprint: qHTS Assay for Compounds that Induce Erasure of Genomic Imprints; Potency, µM (series often up to 60.7 µM), without a hit: at the top dose activity change, positive = activation, hits mostly activators; mouse ES Peg3-LacZ reporter, beta-gal luminescence, 40 h; 110,000 compounds, 0.02% hits;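 also: 0% = negative control wells on the plate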
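Gelatin-coated wells received 300 freshly trypsinized female ES cells with a Peg3LacZ-Neo reporter on the maternal allele, then incubated 40 hours at 37C. BetaGlo was added for 5 minutes at room temperature before a single luminescence read.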
The depositor's hits bear a star; ? = inconclusive; / = no result given; [ ] = another dose, or the depositor's remark. Unless noted, calls follow the shape of the dose curve; as a rule, active = well fitted curve in the direction sought with a large enough effect; inconclusive = small, poorly fitted or top-dose-only effect, or another doubt; inactive = no such curve, though single readings can be large; an effect the other way counts as inactive or inconclusive. Unless noted, % is scaled to controls: 0 for no effect and ±100 for the full control effect; potency is read from the fitted curve at half-maximal effect.

nr | Structure | IkB signaling | p53ts 39C kill
1 | C[C@@H](C(=O)Nc1ccc2ccccc2c1)[C@@H]1C[C@@]1(C)[C@@H](NS(=O)(=O)c1ccccc1)c1ccccc1 | / | -9%
2 | CCN1C(=O)c2cccc3c(S(=O)(=O)NCc4ccco4)ccc1c23 | ? | 9%
3 | CC(C)NC(=O)CN(C)S(=O)(=O)c1ccc(F)cc1 | 0.1% | -6%
4 | CCCN(C(=O)c1coc(=O)c2ccccc12)c1ccccc1C | 0.1% | -6%
5 | CC(C)c1ccc(-c2nnn(Cc3nc4ccccc4s3)n2)cc1 | 4.0% | -24%
6 | Cc1nc2ccccc2c2c1C(=O)N(C(C)C)C2=O | -1.0% | 10%
7 | O=C(Nc1cccnc1)c1ccc(Oc2ccccc2)cc1 | 4.2% | ?
8 | O=c1[nH]c(-c2ccc(F)cc2)nc2c1sc(=S)n2-c1ccccc1 | / | -12%
9 | COc1ccc(C(=O)N2CCC[C@@]3(CCN(C(=O)NC(C)C)C3)C2)cc1 | 0.7%[11.4 µM] | 1%
10 | COc1ccc(C2=NN(CC(=O)NCCc3ccc(OC)c(OC)c3)C(=O)CC2)cc1 | -1.3% | -10%
11 | CC(=O)Nc1nonc1-c1nnc(SCC(=O)Nc2ccc(C)cc2)n1-c1ccccc1 | ? | -8%
12 | O=C(NCc1ccccn1)c1cc(-c2ccccc2)on1 | 18% | -5%
13 | O=C(Nc1nc(-c2ccccn2)cs1)C1COc2ccccc2O1 (centres undefined) | ? | ?
14 | Clc1ccc2oc(-c3ccccn3)nc2c1 | 1.1% | ?
15 | COC(=O)[C@@]1(Cc2ccc(OC)cc2)[C@H]2c3cc(C(=O)N(C)C)n(Cc4ccccn4)c3C[C@H]2CN1C(=O)c1ccccc1 | / | -6%

nr | p53ts 32C kill | Peg3 imprint
1 | 6% | -19%
2 | ? | -35%[inhibitor]
3 | -1% | -4%
4 | -12% | -2%[10.9 µM]
5 | -13% | -10%
6 | -2% | 4%
7 | ? | -70%[inhibitor]
8 | 13% | /
9 | 2% | /
10 | 6% | -10%[10.9 µM]
11 | -2% | -7%[10.9 µM]
12 | -8% | -10%
13 | 5% | -29%
14 | ? | -76%[inhibitor]
15 | 6% | -12%

Compound profiles, from the list above.
O=C(Nc1nc(-c2ccccn2)cs1)C1COc2ccccc2O1 (centres undefined) is entered as IkB signaling: ?; p53ts 39C kill: ?; p53ts 32C kill: 5%; Peg3 imprint: -29%
O=C(NCc1ccccn1)c1cc(-c2ccccc2)on1 is entered as IkB signaling: 18%; p53ts 39C kill: -5%; p53ts 32C kill: -8%; Peg3 imprint: -10%

More entries follow:
nr | Structure | IkB signaling | p53ts 39C kill
16 | CCc1nc(SC)[nH]c(=O)c1C | -0.1% | 1%
17 | Cc1ccc(C)c(N2CCN(CCCNC(=O)c3ccc4nc(C(C)C)oc4c3)CC2)c1 | 0.0% | -21%
18 | COc1ccc(-c2nc(CCNC(=O)c3cccs3)cs2)cc1 | ? | -27%
19 | COCCn1nnnc1CN1CCC(C)CC1 | / | 16%
20 | CCc1ccc(NC(=O)Cn2c(=O)n(Cc3ccccc3)c(=O)c3oc4ccccc4c32)cc1 | -1.4% | -16%
21 | COc1cc(C2CC(=O)c3c([nH]c(C(=O)OC4CCCC4)c3C)C2)cc(OC)c1OC (centres undefined) | ? | -10%
22 | Cc1ccccc1CNC(=O)Nc1ccc2c(c1)N(C)C(=O)c1ccccc1S2 | 1.1% | 4%
23 | Cc1nnc2c(N3CCN(c4ccc(F)cc4)CC3)nc3ccc(C(=O)c4ccccc4)cc3n12 | -2.6% | 21%
24 | O=C(CCSCc1ccccc1F)N1CCN(c2ccc(F)cc2)CC1 | 0.0% | -41%
25 | O=C(COc1ccc(Cl)cc1)Nc1ccccc1OCc1cc(=O)n2ccccc2n1 | 1.5% | -7%
26 | CSCc1nnc(NC(=O)c2ccc(S(=O)(=O)N(CC(C)C)CC(C)C)cc2)o1 | -0.4% | 13µM*
27 | Cc1cc(C)cc(NC(=O)C(=O)NCCCN2CCOCC2)c1 | ? | -2%
28 | COc1ccccc1N1CCN(C(=O)CSc2nc(C)cc(=O)[nH]2)CC1 | -0.9% | 1%
29 | CCn1cc(C(=O)NC2CCCCC2)c(=O)c2cc(S(=O)(=O)N(C)C)ccc21 | 0.1% | -13%
30 | CN(C)CCc1c[nH]c2ccc(Cn3cncn3)cc12 | / | 2%

nr | p53ts 32C kill | Peg3 imprint
16 | 11% | 1%
17 | -14% | -20%[10.9 µM]
18 | 8% | -8%[10.9 µM]
19 | 9% | /
20 | -2% | -17%[10.9 µM]
21 | 24% | -16%[10.9 µM]
22 | 5% | -9%[10.9 µM]
23 | 3% | 17%[10.9 µM]
24 | -6% | 26%[10.9 µM]
25 | -6% | -6%[10.9 µM]
26 | -4% | -24%
27 | 6% | -14%[10.9 µM]
28 | 7% | -7%[10.9 µM]
29 | 0% | -8%
30 | 0% | -6%

Going on with the list:
nr | Structure | IkB signaling | p53ts 39C kill
31 | Cc1cc(F)ccc1NC(=O)C1CCN(S(=O)(=O)c2ccc3c(c2)CCCC(=O)N3)CC1 | 0.7% | 17%
32 | CCN(CC)c1ccc(/C=N/n2c(=S)[nH]nc(C)c2=O)cc1 | 0.2% | -8%
33 | Cc1cc(SCC(=O)NCc2ccccc2)nc(=O)[nH]1 | -0.1% | -15%
34 | CCCC(=O)N(c1ccc2oc(C)c(C(C)=O)c2c1)S(=O)(=O)c1ccc(C)cc1 | 2.7% | 15%
35 | CC1=C(C(=O)OCC2CCCO2)C(c2ccc(C)o2)C2=C(CC(c3ccc(N(C)C)cc3)CC2=O)N1 (centres undefined) | 2.1% | 7%
36 | CCOC(=O)CSc1nc2ccc(NC(=O)c3ccc(Cl)cc3)cc2s1 | -0.4% | -28%
37 | O=C1CCCc2c1nn(-c1ccccc1)[n+]2[O-] | 2.0% | 0%
38 | CC(=O)NC(C)C(=O)OCc1ccc(Cl)cc1Cl (centres undefined) | -0.1% | -3%
39 | CSCCC(NC(=O)c1ccccc1)c1nc(-c2ccccc2)no1 (centres undefined) | ? | -7%
40 | O=C(Nc1cccc(F)c1)N1CCC2(CC1)CCN(S(=O)(=O)c1ccccc1)CC2 | -1.2%[11.4 µM] | -9%
41 | C=C(C)[C@H]1CC[C@]2(C(=O)O)CC[C@]3(C)[C@@H](CC[C@H]4[C@@]5(C)CC[C@@H](O)C(C)(C)[C@@H]5CC[C@@]43C)[C@H]12 | 4.9%[25.6 µM] | -2%[20.6 µM]
42 | CN(C)/C=C/c1c(C#N)c(=O)ncn1Cc1ccccc1 | 0.4% | 12%
43 | CCCCN(C(=O)c1ccco1)c1nnc(-c2cc(OC)c(OC)c(OC)c2)s1 | -1.4% | -1%
44 | CC(C)CCOc1ccc(C(=O)NCC2OCCc3ccccc32)cc1 (centres undefined) | 0.0% | 8%
45 | COc1ccc(-c2nc3cnc(Nc4cccc(OC)c4)nc3n(C)c2=O)cc1 | -2.6%[11.4 µM] | 4%

nr | p53ts 32C kill | Peg3 imprint
31 | 13% | -10%[10.9 µM]
32 | -14% | -2%
33 | 1% | 28%[10.9 µM]
34 | 9% | -18%[10.9 µM]
35 | 18% | -26%
36 | ? | -3%[10.9 µM]
37 | -2% | -8%
38 | 10% | -5%
39 | 8% | -11%
40 | -13% | /
41 | -1%[20.6 µM] | -8%[16.8 µM]
42 | -4% | 8%
43 | -1% | -7%
44 | 0% | 15%[10.9 µM]
45 | 3% | -35%[inhibitor]

(continued)
nr | Structure | IkB signaling | p53ts 39C kill
46 | O=C(CSCc1ccccc1Cl)N1CCN(c2ccc(F)cc2)CC1 | ? | ?
47 | Nc1ccccc1N | ? | -17%
48 | CCC1=C(OC(=O)N(CC)CC)N2C(=O)OC(=NCC3CC3)[C@]2(Cc2ccccc2)[C@H]2C1=CC[C@H]1C(=O)N(C)C(=O)[C@H]12 | / | -2%
49 | CCCc1cc(C(=O)Cc2ccc(C(=O)OCC)o2)c(O)cc1O | ? | 24%
50 | O=C1NCCCC1C(=O)Nc1ccccn1 (centres undefined) | -1.3% | 5%
51 | COc1ccc(N(C(=O)c2cccc(C)c2)S(=O)(=O)c2ccc3c(c2)n(C)c(=O)n3C)cc1 | 2.2% | -15%
52 | COc1ccccc1-n1nc(C(=O)NCc2ccco2)c2ccccc2c1=O | 2.4% | -8%
53 | Cc1c(C(=O)C(=O)N2CC=C(c3ccccc3)CC2)c2ccccc2n1C | / | -13%
54 | Cc1ccccc1NC(=O)CSc1nc2c(oc3ccccc32)c(=O)n1Cc1ccco1 | -2.6% | -3%
55 | Cc1nc(-c2ccc(C)c(N3CCN(C(=O)Nc4cccc(Cl)c4C)CC3)c2)no1 | ? | -24%
56 | CCOC(=O)c1cnc2nc(COc3ccccc3)[nH]n2c1=O | 2.1% | 5%
57 | COC(=O)C1=C(C)NC(=O)NC1c1ccccc1 (centres undefined) | 0.6% | -2%
58 | Cc1cc(C)c2nc(-c3ccccn3)cc(C(=O)NCc3ccco3)c2c1 | ? | -6%
59 | CCc1cccc(NC(=O)c2cc3c(=O)oc4ccc(C)cc4c3s2)c1 | -0.4% | -6%
60 | O=c1c2ccccc2nc2n1CCN2 | 0.9% | -1%

nr | p53ts 32C kill | Peg3 imprint
46 | -5% | -18%[10.9 µM]
47 | 9%[1.84 µM] | -77%[inhibitor]
48 | 11% | -8%
49 | 41%[activator] | -19%
50 | 2% | -1%
51 | 7% | -7%[10.9 µM]
52 | -3% | -3%
53 | -3% | /
54 | -4% | 15%[10.9 µM]
55 | 3% | 18%[10.9 µM]
56 | 8% | -12%
57 | 9% | 2%
58 | 5% | -27%
59 | 7% | -5%[10.9 µM]
60 | -3% | -7%

Later entries.
nr | Structure | IkB signaling | p53ts 39C kill
61 | O=C(NCCN1CCCC1)c1ccc2c(=O)n(CCc3ccccc3)c(=O)[nH]c2c1 | -2.3% | 2%
62 | CCOC(=O)c1c(C)oc2ncnc(Nc3ccc(OC)c(OC)c3)c12 | -2.4% | 32%
63 | Cc1ccc(OCC(=O)N2CCCCCC2)c(C)c1 | 1.4% | 16%
64 | COC(=O)c1ccccc1NC(=O)Cn1c(=O)n(-c2ccc(Cl)cc2)c(=O)c2c(C)c(C)sc21 | ? | 19%
65 | FC(F)(F)c1cnc(Nc2ccc(N3CCOCC3)cc2)c(Cl)c1 | -0.7% | -4%
66 | Cn1c(C(=O)O)c(CC(=O)Nc2ccc(F)cc2F)c2ccccc21 | 0.4% | -6%
67 | O=c1c(-c2cc(F)cc(F)c2)nc2cnc(N3CCNCC3)nc2n1C1CC1 | -4.0%[11.4 µM] | -23%
68 | Cc1cc(C)n2c(SCC(=O)Nc3ccccc3)nnc2n1 | -3.2% | -4%
69 | COc1cccc(S(=O)(=O)N2CCN(c3ccccc3F)CC2)c1 | 11% | -5%
70 | CCNC(=O)C1CC(=O)N(Cc2ccc3c(c2)OCO3)C(=Nc2ccc(F)cc2)S1 (centres undefined) | -0.6% | -25%
71 | Cc1ccc(C)c(N2CCN(C(=O)NCc3noc4ccc(C)cc34)CC2)c1 | ? | -24%
72 | Cc1nnc(SCc2cc(=O)c3ccccc3[nH]2)s1 | 2.0% | -1%
73 | CC1CCN(c2ccc(C(=O)NCCc3ccccc3)cn2)CC1 | 1.3% | -11%
74 | CCOc1ccc(C(=O)N2CCN(c3cccc(C)c3C)CC2)cc1 | 1.7% | 8%
75 | CCCOc1ccc(-c2nonc2NC(=O)c2ccco2)cc1OCCC | 0.3% | 2%
76 | Cc1ccc(C(C)C)c(OCC(=O)Nc2c(C(=O)c3ccc(F)cc3)oc3ccccc23)c1 | 2.5% | 14%
77 | O=C(NC1CCCCC1)c1ccc2c(=O)n(CC3CCCO3)c(=O)[nH]c2c1 (centres undefined) | 1.5% | -6%

nr | p53ts 32C kill | Peg3 imprint
61 | -11% | -14%
62 | 3% | -5%[10.9 µM]
63 | -2% | -16%
64 | 1% | 2%[10.9 µM]
65 | 0% | -13%
66 | -3% | -7%
67 | -11% | -50%[inhibitor]
68 | 0% | -7%
69 | 1% | -17%
70 | -15% | -3%
71 | ? | 6%[10.9 µM]
72 | 3% | -8%[10.9 µM]
73 | -12% | -7%
74 | 2% | -6%
75 | 1% | -9%[10.9 µM]
76 | 4% | 3%[10.9 µM]
77 | -6% | 6%
